# Assay outcomes (PubChem BioAssay)
# Growth percent in the NCI-60 one-dose screen (48 h, 10 µM unless noted): 100 = growth as untreated, 0 = no growth, -100 = all killed.
# BT-549: BT-549 breast cancer; actives 4.4% (n = 78,000); AID 1794793
# UACC-257: UACC-257 melanoma. actives 4.4% (n = 78,000)
# UACC-62: UACC-62 melanoma; actives 5.4% (n = 81,000); AID 1794756
# LOX IMVI: LOX IMVI melanoma. actives 7.4% (n = 79,000)
# MALME-3M: MALME-3M melanoma; AID 1794766; actives 5.8% (n = 78,000)
# SK-MEL-2: SK-MEL-2 melanoma; AID 1794763; actives 4.7% (n = 77,000)
# T-47D: T-47D breast cancer | actives 5% (n = 79,000) | AID 1794792
# HS 578T: HS 578T breast cancer; AID 1794788; actives 4.1% (n = 78,000)
# * hit, by the source's call; . = not tested or not shown; & = joins results of further samples; [ ] = dose if it differs, or a comment. The calls were made as follows: active = growth percent below 10; inactive = the rest.
SMILES,BT-549,UACC-257,UACC-62,LOX IMVI,MALME-3M,SK-MEL-2,T-47D,HS 578T
Nc1ccccc1NC(=O)c1ccc(CSc2nc(N3CCOCC3)c3cccn3n2)cc1,15,-3.3*,-32*,-39*,31,-29*,-1.1*,23
Cc1ccc(-c2c(O)c(Br)c(-c3ccc(C)c(C)c3C)c(O)c2Br)c(C)c1,91,72,63,87,93,94,76,76
C[C@H]1[C@H](C)CC[C@]2(C(=O)N3CCN(C)CC3)CC[C@]3(C)C(=CC[C@@H]4[C@@]5(C)C/C(=C/c6cccnc6)C(=O)C(C)(C)[C@@H]5CC[C@]43C)[C@H]12,-81*,-65*,-75*,-97*,-87*,-83*,.,-31*
Cn1cc(-c2ccc3c(c2)OCO3)c2ccccc21,92,.,102,96,102,.,96,104
O=C(NNC(=S)NC1CCCCC1)c1ccncc1,.,106,110,98,118,107,98,90
COc1cc(C2C(C#N)=C(N)OC3=C2C(=O)c2ccccc2C3=O)cc(OC)c1OC (configuration not stated),41,50,26,27,48,-2.3*,67,8.3*
CCCCCCCCCCCC[n+]1c(C)cc(N)c2ccccc21,-30*,-18*,-28*,-74*,.,-52*,-14*,.
CNC(=O)c1cc(Oc2ccc3nc(NC(=O)Nc4ccc(C(F)(F)F)cc4)sc3c2)ccn1,62,87,56,48,21,93,45,30
CN(c1ccc(Br)cc1)S(=O)(=O)c1ccc(-c2cnc(C3CC3)o2)cc1,19,67,28,.,64,70,55,36
O=c1c2ccccc2nc(-c2ccccc2)n1-c1cc(C(F)(F)F)cc(C(F)(F)F)c1,94,99,103,87,86,.,83,111
CN1CCOC1c1ccc(C2OCCN2C)cc1 (configuration not stated),107,103,95,94,.,104,115,109
COc1ccc(C2C3=C(COC3=O)N(CCO)c3cc4c(cc32)CCC4)cc1OC (configuration not stated),29,44,37,44,43,.,23,21
CCc1ccc(N2C(=O)CCSC2=S)cc1,97,100,90,95,94,102,96,102
Cc1sc2c(c1C)c(=O)nc1c(C(N)=C(C#N)C#N)n[nH]n12,102,97,95,95,96,104,93,100
COC(=O)c1cc(C(=O)C(F)(F)F)n2c1ccc1c3ccccc3ccc12,.,95,92,99,94,101,90,97
Nc1ccc2c(c1)CCc1ccccc1-2,92,100,105,100,.,108,74,93
CN1CCN(C(=O)Nc2ccc(Br)cc2)CC1,123,116,108,101,126,112,94,102
COc1ccc(C2=C(C)c3ccc(OC(C)=O)cc3OC2(C)C)cc1,95,105,89,88,103,109,97,.
CN(C)c1ccc(/C=C/c2nc3ccc(C#N)cc3s2)cc1,95,.,86,89,117,100,73,105
O=C1c2cccc3c(Br)ccc(c23)C(=O)N1CC1CO1 (configuration not stated),103,104,93,96,102,.,95,109
O=C1CSC(=Nc2ccccc2)N1C1=CSC2=N/C(=C\c3ccc(Cl)cc3)C(=O)N12,102,.,104,99,103,.,90,102
CCCCCCCCS(=O)(=O)Nc1ccc(C(=O)O)cc1,99,83,100,92,102,102,92,101
O=C(Nc1ncccc1OCc1ccccc1)NC12CC3CC(CC(C3)C1)C2,87,92,80,92,98,99,80,78
O=C1c2ccccc2C(=O)N1C1C=CC=CC=C1,116,97,101,101,114,93,95,99
Cc1sc(NC(=O)c2ccc(C(C)(C)C)cc2)c(C(=O)O)c1C,89,101,98,69,111,103,88,.
O=C(NC1CC1)C1CN(c2cccc(Cl)c2)N(c2cccc(Cl)c2)C1=O (configuration not stated),89,83,65,75,78,85,72,101
O=NN(CCCl)C(=O)Oc1cc(Cl)c(Cl)cc1Cl,99,96,96,92,87,.,97,114
COc1cc(C(=O)C[n+]2cccc3ccccc32)cc(OC)c1OC,110,96,88,99,95,103,102,90
Cc1nc(-c2ccccc2)cc2c1C(=O)N(CC(=O)c1ccccc1)C2=O,.,105,106,98,105,.,115,106
COc1ccc(/C=C(/C(=O)c2ccc(OC)cc2)S(=O)(=O)c2ccc(C)cc2)cc1,110,91,100,105,111,.,108,104
Nc1nn2c(-c3ccc(F)cc3)ccnc2c1N=Nc1ccc(S(N)(=O)=O)cc1,88,93,97,101,99,107,96,86
Fc1ccc2c(c1)CC1C[C@@H](/C=C/c3ccccc3)N2O1 (some centres not stated),108,115,93,90,94,.,90,118
Cn1c(=O)oc2ccc(S(=O)(=O)Nc3ccc(Cl)cc3[N+](=O)[O-])cc21,95,.,92,98,101,93,94,123
COc1ccc(-c2nc3ncccn3c2-c2nnc(-c3ccc(OC)c(OC)c3)o2)cc1,95,91,80,89,.,88,101,69
CN1CCN(c2nc(NCCCNc3ccnc4cc(Cl)ccc34)c3ccccc3n2)CC1,75,18,-66*,-44*,-66*,81,41,79
COc1cc(C(=O)N2CCOCC2)cc(OC)c1OC,106&124,96&111,111&97,95&99,89&109,117&94,107&107,116&107
CC1CCCC(C)C1=O (configuration not stated),93,101,92,108,94,109,133,123
Clc1ccc(C2=Nn3c(N/N=C/c4ccsc4)nnc3SC2)cc1,100,106,94,98,109,108,92,107
COc1cc(/C=C2\SC(=S)N(NC(=O)CSc3nnc(Cc4ccccc4Nc4c(Cl)cccc4Cl)n3-c3ccccc3)C2=O)ccc1OCC(C)C,96,96,83,92,95,102,86,95
CC(=O)Nc1nc2ccc(NS(=O)(=O)c3cccc4c(N(C)C)cccc34)cc2[nH]1,61,62,27,54,52,81,74,52
COc1ccc(-c2nnc(SC/C(=N\O)c3ccccc3)o2)cc1,100,121,81,95,109,102,92,94
OCc1cc(CN2CCCCC2)c(O)c2ncccc12,60,78,55,37,63,81,57,86
c1ccc(C(c2ccccc2)c2cc(-c3cc(C(c4ccccc4)c4ccccc4)[nH]n3)n[nH]2)cc1,121,105,96,84,100,103,101,111
O=C1CN(Cc2ccc(C(=O)NO)cc2)C(=O)[C@@H](Cc2ccccc2)N1,101,93,99,111,94,112,93,101
O=c1oc2ccc3ccccc3c2cc1-c1nnc(-c2cc3ccccc3o2)c2nn(-c3ccccc3)cc12,93,91,61,62,.,81,64,74
C=CCN1C(=O)CS/C1=N\Nc1cc(=O)[nH]c2ccccc12,97,106,90,93,96,101,101,102
CC(=O)N1N=C(c2ccc(Br)cc2)CC1c1ccc(C)s1 (configuration not stated),84,92,68,85,.,92,77,96
N#Cc1c(NC(=O)c2ccc(F)c(Cl)c2)sc2c1CCC(=O)C2,2.1*,2.1*,-70*,-16*,-79*,18,-18*,-2.3*
O=C(NC1CCN(Cc2ccccc2)CC1)c1cc(-c2cccnc2)nc2ccc(Cl)cc12,76,83,8.8*,45,74,100,45,83
Cc1cccc(Cl)c1NC(=O)NCCCN1CCCCC1C (configuration not stated),103,102[100 µM],103,102,104,113[100 µM],110,112
CC[C@]12C=CCN3CC[C@@]4(c5ccc(OC)cc5N(C)[C@H]4[C@@](O)(C(=O)OC)[C@@H]1OC(=O)CCCN1CCN(C)CC1)[C@@H]32,.,90,83,84,77,85,91,79
CC(=O)O[C@H]1CC[C@@]2(C)[C@H](CC[C@@H]3[C@@H]2CC[C@]2(C)[C@@H]4[C@H](C[C@@H]32)O[C@]2(CC[C@@H](C)CO2)[C@H]4C)C1,110,110,96,94,104,113,88,114
Cc1cn(C2CC(OC(=O)c3ccc(Cl)cc3)C(COC(=O)c3ccc(Cl)cc3)O2)c(=O)[nH]c1=O (configuration not stated),102,100,89,100,.,101,89,97
CC1=C(CCN2CCOCC2)C(=O)N2N=C(c3ccccc3)OC2N1 (configuration not stated),101,99,92,94,99,109,92,95
CCOC(=O)c1nn(-c2ccc(S(N)(=O)=O)cc2)c2nc(C)cc(=O)n12,106,112,100,96,106,109,106,103
NC(N)=NS(=O)(=O)c1ccc(NC2Nc3nc4ccccc4nc3S2)cc1 (configuration not stated),103,103,97,96,94,115,95,98
Cc1cc2c(c(C)c1Cl)C(=O)/C(=C/C/C=C/c1ccccc1)O2,85,98,90,94,90,110,63,89
COc1cccc(C(C)(c2c[nH]c3ccccc23)c2c[nH]c3ccccc23)c1,90,100,68,75,89,88,68,98
CC1(Cc2ccccc2)CC2=C(C(=O)O1)C(c1ccccc1)NC(=O)N2 (configuration not stated),104,101,91,95,104,107,97,109
O=C1Nc2cc(-c3ccc(NC(=O)c4cccs4)cc3)ccc2/C1=C/c1ccc[nH]1,92,75,81,56,78,84,22,73

# (continued)
SMILES,BT-549,UACC-257,UACC-62,LOX IMVI,MALME-3M,SK-MEL-2,T-47D,HS 578T
O=C(c1ccc2nc(NS(=O)(=O)c3ccc4ccccc4c3)sc2c1)N1CCN(c2ccc(Cl)cc2)CC1,95,92,92,98,93,94,99,100
O=c1[nH]c(=S)[nH]c(=O)n1Cc1ccc(Cl)cc1,99,96,99,99,107,99,97,105
CCOC(=O)c1c2c(c(C)n1Cc1ccccc1)-c1nc(N)ncc1CC2,162,144,77,93,168,125,86,94
O=C(O)c1ccccc1Br,.,110,102,107,126,.,109,103
COC(=O)[C@]12CC[C@@H](C)[C@H](C)[C@@H]1C1=CC[C@@H]3[C@@]4(C)C(C=O)=C[C@@](C)(CO)[C@@H]4[C@H](O)C[C@@]3(C)[C@]1(C)CC2,-16*,-48*,-34*,-98*,-71*,-32*,-20*,-16*
CCC(=O)CC(C)(C)C,104,93,117,109,101,.,109,105
COc1ccc(C(=O)NC(=O)Nc2ccc3c(c2)NC(=O)/C3=C\c2[nH]c(C)c(C(=O)O)c2C)cc1,89,107,91,82,42,94,45,47
CC(=O)Nc1ccc(C)c(NC(C)=O)c1,112,103,103,97,96,100,111,144
COc1ccc2c(c1)c(-c1cc3nc(-c4cn(C)c5ncccc45)cc(N)n3n1)cn2C,-85*,-79*,-90*,-100*,-95*,-72*,-49*,-27*
COc1ccccc1S(=O)(=O)Nc1ccc2c(c1)CN(C)C(=O)N2,101,34,29,29,32,48,31,34
CCOC(=O)c1c2c(c(C)n1Cc1ccccc1)-c1nn(Cc3ccc(Cl)cc3)cc1CC2,111,90,88,88,105,97,63,.
CC1(C)OC2C(CO)OC(n3cnc4c(=S)nc(N)[nH]c43)C2O1 (configuration not stated),116,101,107,67,117,.,90,108
ClCC#CCSc1ncnc2c1ncn2CC#CCCl,27,55,19,-35*,-46*,41,-23*,107
Cn1cc(-c2nc3ccccc3n2C)c2cccnc21,.,105,101,102,114,102,83,110
N#C/C(=C\c1cn[nH]c1-c1ccccc1)C(=O)Nc1sc2c(c1C#N)CCCC2,107,104,94,110,109,92,90,113
COc1cc([N+](=O)[O-])c(S(=O)(=O)O)cc1NS(=O)(=O)c1ccc(C)cc1,104,100,95,98,114,98,106,102
CC1=C(C#N)C(=O)NC1(C)O (configuration not stated),115,107,99,108,119,113,100,103
COc1ccc(-c2nnc(/C=C/c3cn(-c4ccccc4)nc3-c3ccccc3)o2)cc1,81,.,.,84,80,105,44,95
COc1ccc(-c2nc(NCCO)nc(N)c2C#N)cc1,99,92,95,97,102,106,85,94
Fc1ccc(-c2nc(-c3ccc(-c4nc5ccccc5[nH]4)cc3)no2)cc1,104,107,99,103,105,.,84,106
NNC(=S)n1ccc(-c2cc3cc(Br)ccc3oc2=O)n1,106,96,82,88,98,98,91,102
COC(=O)CCCNCCCn1ccc2cc(NCc3cccc(-c4ccccc4)c3C)ccc21,90,82,83,4.9*,75,96,58,82
CN1CCN(c2ccc3nc(-c4[nH]ncc4Nc4ncnc5[nH]ccc45)[nH]c3c2)CC1,-42*,12,1.3*,.,-17*,-28*,-3.1*,16
Nc1ncnc2c1C(c1ccc(F)cc1)c1sc3c(F)cccc3c1O2 (configuration not stated),105,117,76,83,110,102,61,89
O=C(O)Cc1ccc(Cl)cc1Cl,103,102,100,106,99,117,99,.
Clc1ccc(/C=C/c2cc(/C=C/c3ccccc3)c3ccccc3n2)c(Cl)c1,109,107,110,.,101,119,90,.
Brc1cc2ccccc2s1,108,88,96,92,89,104,91,104
COc1ccc(-c2cc(-c3cn(-c4cccc(Cl)c4)nc3-c3ccc(OC)cc3)c(C#N)c(N)n2)cc1,101,85,91,102,97,106,96,90
Cc1nc2ncccc2c(=O)n1-c1ccc(S(=O)(=O)N=C(N)N)cc1,82,82,.,101,101,113,94,111
O=C(O)C1=C(CSc2nnnn2CS(=O)(=O)O)CS[C@@H]2C(NC(=O)[C@H](O)c3ccccc3)C(=O)N12 (some centres not stated),92,104,101,101,97,98,106,.
CC(O)(c1cccs1)C(C(=O)O)c1ccccc1 (configuration not stated),118,105,106,105,121,128,106,.

# Quoted at random: 4 compounds from above, in no set order.
SMILES,BT-549,UACC-257,UACC-62,LOX IMVI,MALME-3M,SK-MEL-2,T-47D,HS 578T
CC(O)(c1cccs1)C(C(=O)O)c1ccccc1 (configuration not stated),118,105,106,105,121,128,106,.
Cc1nc2ncccc2c(=O)n1-c1ccc(S(=O)(=O)N=C(N)N)cc1,82,82,.,101,101,113,94,111
Brc1cc2ccccc2s1,108,88,96,92,89,104,91,104
Clc1ccc(/C=C/c2cc(/C=C/c3ccccc3)c3ccccc3n2)c(Cl)c1,109,107,110,.,101,119,90,.

# In another format: entries from further up.
Structure | BT-549 | UACC-257 | UACC-62 | LOX IMVI | MALME-3M | SK-MEL-2 | T-47D | HS 578T
O=C(O)C1=C(CSc2nnnn2CS(=O)(=O)O)CS[C@@H]2C(NC(=O)[C@H](O)c3ccccc3)C(=O)N12 (some centres not stated) | 92 | 104 | 101 | 101 | 97 | 98 | 106 | .
CC(O)(c1cccs1)C(C(=O)O)c1ccccc1 (configuration not stated) | 118 | 105 | 106 | 105 | 121 | 128 | 106 | .
